Screens as filed in PubChem BioAssay.
NCI-60 one-dose screen, 48 h, at 10 µM unless noted. Numbers give growth in % (100 = growth as untreated, 0 = no growth, -100 = all killed).
OVCAR-5: OVCAR-5 ovarian cancer | 2.9% of 82,000 active
RXF 393: RXF 393 renal cancer cells; 6.9% of 77,000 active; AID 1794773
OVCAR-4: OVCAR-4 ovarian cancer cells. 3.7% of 80,000 active. AID 1794784
ACHN: ACHN renal cancer | 4.9% of 81,000 active
OVCAR-8: OVCAR-8 ovarian cancer. AID 1794782. 4.4% of 81,000 active
A498: A498 renal cancer cells. 5.4% of 76,000 active. AID 1794774
SK-OV-3: SK-OV-3 ovarian cancer cells; 3.2% of 80,000 active; AID 1794785
OVCAR-3: OVCAR-3 ovarian cancer | 7% of 79,000 active
IGROV1: IGROV1 ovarian cancer. 4.7% of 79,000 active
Active calls of the source: *; . = no result given; & = joins results of further samples; [ ] = another dose, or the depositor's remark. The calls were made as follows: active = growth percent below 10; inactive = the rest.

SMILES	OVCAR-5	RXF 393	OVCAR-4	ACHN	OVCAR-8	A498	SK-OV-3	OVCAR-3	IGROV1
Nc1cc2c(cc1Br)-c1c(C(=O)O)cccc1C2O (centres undefined)	102	.	103	108	107	129	110	147	99
CC1CC2Oc3ccc(Cl)cc3C(=O)N2O1 (centres undefined)	99	119	117	102	107	87	100	114	125
CCCCn1cnc2c(SCc3ccc([N+](=O)[O-])cc3)nc(N)nc21	92	106	76	87	91	86	116	98	90
C/C(=N\NC(=O)CSc1nc(-c2cnccn2)cc(-c2cccs2)c1C#N)c1ccccc1	103	95	72	98	100	100	116	109	110
OCC1(CO)CC=CCC1	101	96	106	103	104	91	104	108	108
CCCCCN(CCCCC)CC(O)c1c(Cl)ccc2ccccc12 (centres undefined)	66	63	79	55	87	68	94	91	63
CC(=O)NC1=NC(=O)/C(=C\c2cccc(Cl)c2Cl)N1C	105	99	100	97	101	79	104	115	106
NNc1nc2n(n1)C(CCl)CN2 (centres undefined)	106	132	107	103	104	104	100	.	104
Nc1ccc2c(c1)/C(=N/O)c1ccccc1-2	114	127	119	105	110	.	120	109	121
C#CCOc1ccc(/C=N/Nc2nc(-c3ccccc3)cs2)cc1	103	117	50	42	64	89	88	.	85
C[C@@]1(N2C(=O)OC[C@@H]2c2ccccc2)C(=O)N([C@H](CC(=O)N2CCC(N3CCCCC3)CC2)C(=O)NCc2cccc(C(F)(F)F)c2)[C@@H]1/C=C/c1ccccc1	115	61	66	75	90	52	79	73	72
C[C@H]1[C@H](C)CC[C@]2(C(=O)NCCCNCCCCNCCCN)CC[C@]3(C)C(=CC[C@@H]4[C@@]5(C)CCC(=O)C(C)(C)[C@@H]5CC[C@]43C)[C@H]12	96	100	117	99	113	111	96	107	81
COc1cc(C2CC(c3ccc(N(C)C)cc3)=NN2C(C)=O)cc(OC)c1OC (centres undefined)	55	-18*	52	45	39	-1.9*	25	-38*	30
Clc1cc(Cl)cc(-c2nn3c(-c4cc(Cl)cc(Cl)c4Cl)nnc3s2)c1	70	111	91	96	94	127	92	100	62
N#Cc1cccc(-c2cc(=O)c3cc(O)ccc3[nH]2)c1	109	126	101	108	101	96	101	110	108
CCN(CC)CCSc1c2ccc(Cl)cc2nc2ccc(OC)cc12	103	116	81	88	89	100	87	25	98
CSc1nc(N)c(N=Nc2ccc(S(=O)(=O)Nc3nccs3)cc2)c(=O)[nH]1	112	124	113	109	94	95	102	108	99
CC(=O)c1ccc(OC(=O)c2cc(-c3ccc(S(C)(=O)=O)cc3)nc3ccccc23)cc1	100	101	104	88	99	59	85	107	86
O=C(CN1C=NC2C(N3CCOCC3)=NC=NC21)c1ccccc1 (centres undefined)	99	109	104	104	104	.	.	110	103
O=C(NNc1ccccc1)NNc1ccccc1	96	.	105	96	.	98	100	113	111
COc1ccc(-c2cc3c(ncn4nc(-c5ccccc5)nc34)o2)cc1	109	89	101	101	101	88	104	107	72
C=CCOc1ccccc1/C=C1\SC(=S)N(C2CC(=O)N(c3ccc(Cl)cc3)C2=O)C1=O (centres undefined)	103	97	106	96	99	97	110	105	103
O=c1[nH]c(=O)n(Cc2ccc(O)cc2)cc1F	97[50 µM]	112[50 µM]	100[50 µM]	102[50 µM]	100[50 µM]	70[50 µM]	.	115[50 µM]	105[50 µM]
O=C(CSc1nc2ccccc2o1)Nc1ccc(-c2nc3ccccc3s2)cc1	102	113	89	107	109	77	114	77	94
COc1ccc(-c2nsc3c2NC(=O)CC3c2cccc(Cl)c2)cc1 (centres undefined)	33	-1.3*	53	50	34	18	3.5*	11	39
The listing continues:
SMILES	OVCAR-5	RXF 393	OVCAR-4	ACHN	OVCAR-8	A498	SK-OV-3	OVCAR-3	IGROV1
COc1cc2c3c(n(CCCCNCCCn4c5c(c6cc(OC)c(OC)cc6c4=O)C(=O)c4cc6c(cc4-5)OCO6)c(=O)c2cc1OC)-c1cc2c(cc1C3=O)OCO2	99	107	102	95	101	103	96	99	95
NCC1CCCCO1 (centres undefined)	94	113	.	97	100	109	117	115	118
C/C=C(\C)C(=O)O[C@@H]1C2C=C3C4CC(=O)O[C@@H](c5ccoc5)[C@]4(C)CC[C@@H]3[C@@](C)(C2=O)[C@@H](CC(=O)OC)C1(C)C (some centres undefined)	94	82	75	98	88	77	92	99	81
Cn1c(=O)c2[nH]c(SCC(=O)Nc3ccc(C(=O)/C=C/c4cccc([N+](=O)[O-])c4)cc3)nc2n(C)c1=O	114	96	114	115	92	74	102	107	106
O=C(O)CNc1ccccc1[N+](=O)[O-]	87	108	118	99	117	110	89	103	108
O=C(NN=C1CCCC1)c1ccc(NC(=O)c2ccccn2)cc1	77	97	98	69	96	73	97	101	89
CN1C[C@@H](c2ccc(Cl)cc2)[C@]2(NC(=S)N(c3ccc(F)cc3)C2=O)[C@@]12C(=O)Nc1ccc(Br)cc12	90	65	78	.	58	67	63	73	62
CCn1c(Cc2ccccc2Nc2c(Cl)cccc2Cl)nnc1SCC(=O)Nc1ccccc1C(F)(F)F	110	95	79	106	93	65	96	100	79
CC(=O)Oc1cc2c(c3ccccc13)CCC2=O	101	116	109	99	103	76	121	111	104
CN1CC(c2ccc(Br)cc2)C(C(=O)c2ccc(Br)cc2)C12C(=O)Nc1ccccc12 (centres undefined)	82	70	64	80	84	89	81	79	63
COC(=O)c1ccc2c(c1)n(Cc1ccc3ccccc3c1)c[n+]2Cc1ccc2ccccc2c1	56	69	35	99	53	80	75	16	5.0*
Cn1c(=O)[nH]c2nc(SC/C(=N/O)c3ccccc3)[nH]c2c1=O	103	.	99	101	108	104	109	110	104
CCCC1C(C(=O)OCC)=C(N)Oc2cc(O)ccc21 (centres undefined)	108	131	89	94	107	109	88	97	76
CN(C)CCCNC1=C(Cl)C(=O)C(NCCCN(C)C)=C(Cl)C1=O	126	122	72	111	99	84	114	85	109
NC(=O)c1[nH]c2cccnc2c1Sc1cccc(Cl)c1	105	108	.	92	100	86	99	108	94
CCOc1ccc2[nH]c(=O)c(C(c3nnnn3CC3CCCO3)N3CCN(Cc4ccccc4)CC3)cc2c1 (centres undefined)	97	59	95	61	84	76	79	100	85
COC(=O)c1c(C)c2n(c1C)C(=O)C(c1ccccc1)=C2	69	82	71	74	79	84	81	104	-8.4*
COc1ccc(CO)cc1OCc1ccccc1	109	106	111	109	112	106	104	107	108
COC(=O)C(NC(=O)C1(NC(=O)OCc2ccccc2)CCCC1)C(C)C (centres undefined)	91	116	108	99	98	119	99	110	104
CCCCCC(=O)N(CCCC)CCCC	103	.	85	101	102	127	94	120	113
O=C(OCC1CC2(Cl)C(Cl)=C(Cl)C1(Cl)C2(Cl)Cl)C1C(C(=O)OCC2CC3(Cl)C(Cl)=C(Cl)C2(Cl)C3(Cl)Cl)C2(Cl)C(Cl)=C(Cl)C1(Cl)C2(Cl)Cl (centres undefined)	105	104	110	96	104	117	110	107	115
COc1ccc(C2=NN(C=O)C(c3cn(-c4ccccc4)nc3-c3ccc(Cl)cc3)C2)cc1 (centres undefined)	95	101	119	93	90	72	100	101	111
COC(=O)CCC[C@@H]1O[C@@H](c2ccccc2)C[C@H]1O	92	111	97	101	106	76	98	109	114
C[n+]1ccccc1/C=N/O	92&105	106&118	110&99&106	102&99&103	100&100&109	102&102&112	103&99&107	112&109&105	139&88&103
CCC1(c2ccccc2)C(=O)Nc2cccc(Br)c21 (centres undefined)	106	101	90	102	95	112	103	113	114
Additional structures follow.
SMILES	OVCAR-5	RXF 393	OVCAR-4	ACHN	OVCAR-8	A498	SK-OV-3	OVCAR-3	IGROV1
COc1cc(/C=C/C(=O)CC(=O)/C=C/c2ccc(OC(=O)CCNC34CC5CC(CC(C5)C3)C4)c(OC)c2)ccc1OC(=O)CCNC12CC3CC(CC(C3)C1)C2	52	-38*	65	79	15	83	64	-7.8*	6.7*
COC(=O)CCc1ccc(OC)cc1	93	129	.	101	102	103	102	121	80
CC(=O)Nc1ccc(S(=O)(=O)O)c2ccccc12	111	108	112	121	105	89	114	116	114
N#C/C(=C/c1cc(I)cc(I)c1O)C(N)=O	110	90	102	104	94	100	95	104	97
Cc1cccc2c1C[C@@]1(C2=O)C(c2ccc(F)cc2)=NOS1=O (some centres undefined)	106	96	87	92	96	82	89	97	66
C/C(=N\NC(N)=S)c1nc2ccc(Cl)cc2[nH]1	70	49	32	20	39	53	47	50	59
CCOC(=O)C1=NNC(C(=O)O)C1c1ccccc1 (centres undefined)	113	104	96	110	102	.	106	115	112
CCOC(=O)C(C#N)c1nc2sc3cc(Cl)ccc3n2c(=N)c1C#N (centres undefined)	103	109	93	91	97	103	93	95	64
O=C(O)CC1CCCCC1c1ccccc1 (centres undefined)	102	106	109	102	106	122	104	118	108
C/C(=N\NC(=O)CSc1nc2ccccc2c(=O)n1CCc1ccc(S(N)(=O)=O)cc1)c1ccccn1	40	53	20	21	23	.	21	13	45
O=[N+]([O-])c1cc(NS(=O)(=O)c2ccccc2)ccc1NS(=O)(=O)c1ccccc1	106	134	106	91	93	115	102	111	119
CCCCCCCCCC(CO)CCCCCCC (centres undefined)	91	115	100	93	100	118	104	111	101
Cc1nn(-c2ccccc2)c2nc(C)n(CC(=O)N/N=C/c3cccc([N+](=O)[O-])c3)c(=O)c12	109	84	91	104	98	96	93	106	92
Cc1csc(Nc2nc(-c3ccccn3)nc(C(Cl)(Cl)Cl)n2)n1	108	91	84	80	78	91	98	97	82
O=C(O)c1ccc(Oc2ccc(C(=O)O)cc2)cc1	105	97	116	110	96	98	120	125	111
Cn1c(=O)c2nc(CCC(=O)Nc3ccc(C(=O)O)cc3)c(=O)[nH]c2n(C)c1=S	105	115	109	100	103	112	111	111	107

16 entries from above, set out differently.
Every second line gives: OVCAR-5 | RXF 393 | OVCAR-4 | ACHN | OVCAR-8 | A498 | SK-OV-3 | OVCAR-3 | IGROV1
Nc1cc2c(cc1Br)-c1c(C(=O)O)cccc1C2O (centres undefined)
  102 | . | 103 | 108 | 107 | 129 | 110 | 147 | 99
CC1CC2Oc3ccc(Cl)cc3C(=O)N2O1 (centres undefined)
  99 | 119 | 117 | 102 | 107 | 87 | 100 | 114 | 125
CCCCn1cnc2c(SCc3ccc([N+](=O)[O-])cc3)nc(N)nc21
  92 | 106 | 76 | 87 | 91 | 86 | 116 | 98 | 90
C/C(=N\NC(=O)CSc1nc(-c2cnccn2)cc(-c2cccs2)c1C#N)c1ccccc1
  103 | 95 | 72 | 98 | 100 | 100 | 116 | 109 | 110
OCC1(CO)CC=CCC1
  101 | 96 | 106 | 103 | 104 | 91 | 104 | 108 | 108
CCCCCN(CCCCC)CC(O)c1c(Cl)ccc2ccccc12 (centres undefined)
  66 | 63 | 79 | 55 | 87 | 68 | 94 | 91 | 63
CC(=O)NC1=NC(=O)/C(=C\c2cccc(Cl)c2Cl)N1C
  105 | 99 | 100 | 97 | 101 | 79 | 104 | 115 | 106
NNc1nc2n(n1)C(CCl)CN2 (centres undefined)
  106 | 132 | 107 | 103 | 104 | 104 | 100 | . | 104
Nc1ccc2c(c1)/C(=N/O)c1ccccc1-2
  114 | 127 | 119 | 105 | 110 | . | 120 | 109 | 121
C#CCOc1ccc(/C=N/Nc2nc(-c3ccccc3)cs2)cc1
  103 | 117 | 50 | 42 | 64 | 89 | 88 | . | 85
C[C@@]1(N2C(=O)OC[C@@H]2c2ccccc2)C(=O)N([C@H](CC(=O)N2CCC(N3CCCCC3)CC2)C(=O)NCc2cccc(C(F)(F)F)c2)[C@@H]1/C=C/c1ccccc1
  115 | 61 | 66 | 75 | 90 | 52 | 79 | 73 | 72
C[C@H]1[C@H](C)CC[C@]2(C(=O)NCCCNCCCCNCCCN)CC[C@]3(C)C(=CC[C@@H]4[C@@]5(C)CCC(=O)C(C)(C)[C@@H]5CC[C@]43C)[C@H]12
  96 | 100 | 117 | 99 | 113 | 111 | 96 | 107 | 81
COc1cc(C2CC(c3ccc(N(C)C)cc3)=NN2C(C)=O)cc(OC)c1OC (centres undefined)
  55 | -18* | 52 | 45 | 39 | -1.9* | 25 | -38* | 30
Clc1cc(Cl)cc(-c2nn3c(-c4cc(Cl)cc(Cl)c4Cl)nnc3s2)c1
  70 | 111 | 91 | 96 | 94 | 127 | 92 | 100 | 62
N#Cc1cccc(-c2cc(=O)c3cc(O)ccc3[nH]2)c1
  109 | 126 | 101 | 108 | 101 | 96 | 101 | 110 | 108
CCN(CC)CCSc1c2ccc(Cl)cc2nc2ccc(OC)cc12
  103 | 116 | 81 | 88 | 89 | 100 | 87 | 25 | 98
